# SIAH1 antagonists: Siah-1 peptide-binding antagonists, primary screen, biochemical, fluorescence polarization, rhodamine-plectin, uHTS (AID 1817) | Siah-1 / rhodamine-plectin peptide fluorescence polarization; higher % means a stronger effect | displacement, % at 20 µM; hits with a dose series show IC50 in µM | hit rate 0.02% among 290,000;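 active = displacement of at least 50% at 20 µM, with a fluorescence ratio check between 0.3 and a set limit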;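 note: plate controls were Siah plus tracer with DMSO for no effect and tracer alone without Siah for full effect; strong numbers were not always called active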
# LYP phosphatase: PTPN22 lymphoid phosphatase activity blockers – biochemical, fluorescence intensity, uHTS (AID 1779); recombinant LYP phosphatase, fluorescence intensity; higher % means a stronger effect; one-dose inhibition, % at 11.5 µM; IC50 in µM for titrated hits; hit rate 0.054% among 290,000;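 note: plate controls were vehicle with enzyme for no effect and no enzyme for full effect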
# KOR beta-arrestin-1: kappa opioid receptor blockers – cell-based, luminescence, uHTS (AID 1778) | KOR beta-arrestin recruitment, luminescence, antagonist mode; higher % means a stronger effect | hit rate 0.091% among 290,000 | one-dose inhibition, % at 10 µM; IC50 in µM for titrated hits; note: strong numbers were not always called active
# NOD2 inhibition: NOD2 signaling inhibitors, cell-based, luminescence, uHTS, HEK293 (AID 1566); HEK293 NOD2/NF-kB luciferase reporter, luminescence; higher % means a stronger effect; one-dose inhibition, % at 4 µM; EC50 in µM for titrated hits; hit rate 0.63% among 290,000; note: many of its hits are not listed in these tables
# HIV fusion peptide: cell-free HIV fusion peptide-binding blockers – biochemical, uHTS, fluorescence dequenching, primary screen (AID 1986) | cell-free peptide binding, fluorescence dequenching, 30 min; higher % means a stronger effect | inhibition, % at 20 µM; hits with a dose series show IC50 in µM | hit rate 0.3% among 290,000; in the data active = inhibition mostly above about 52%, no sharp cut-off; inactive = mostly below about 76%; note: some results filed as inactive read as strong as hits
# NOD1 inhibition: NOD1 signaling inhibitors, primary screen, cell-based, luminescence, uHTS (AID 1578) | one-dose inhibition, % at 4 µM; EC50 in µM for titrated hits | hit rate 1% among 290,000 | NOD1-driven NF-kB luciferase reporter cells, luminescence; higher % means a stronger effect; in the data active = inhibition mostly above about 36%, no sharp cut-off; inactive = mostly below about 34%;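 note: HEK-293T reporter cells stimulated with the NOD1 agonist gamma-tri-DAP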
# Salmonella PhoP GFP: PhoP-dependent GFP reporter repression – Salmonella Typhimurium, primary screen (AID 1863). S. Typhimurium PhoP-regulated promoter GFP reporter, 4 h; higher % means a stronger effect. one-dose inhibition, % at 50 µM; IC50 in µM for titrated hits. hit rate 0.16% among 300,000;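 active = inhibition over 29.93%, a cutoff 3 SD above the screen mean, later confirmed by dose response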;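 note: 0% = low Mg2+ inducing control and 100% = high Mg2+ repressing control; strong numbers were not always called active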
# KOR beta-arrestin-2: KOR agonists, beta-arrestin recruitment, primary screen, cell-based, luminescence, uHTS (AID 1777). KOR beta-arrestin recruitment, luminescence; higher % means a stronger effect. activation, % at 10 µM; hits with a dose series show EC50 in µM. hit rate 0.02% among 280,000; in the data active = activation above about 50%, passing the limit was not always enough; note: a part of the inactive calls stands beside numbers as strong as those of hits
# Myeloid diff 2: promotes myeloid progenitor differentiation; ER-HoxA9 myeloid progenitors, lysozyme-GFP differentiation, flow cytometry; AID 624256; hit rate 1% among 360,000; calls only at 10 µM;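 active = normalized GFP-positive differentiation at or above the plate's own cutoff, the solvent-only control mean plus 3 SD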;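 note: cells exposed to compound for four days before flow analysis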
# Myeloid diff 2 GFP+ MAC1+ %: also measured in Myeloid diff 2; calls as there; GFP+ MAC1+ double positive, %; measured here: differentiation confirmed by MAC1 staining
# An asterisk follows results filed as active; i = inactive; . = not tested or not shown; [ ] = another dose, or the depositor's remark. Cut-off read from the data, not from the text of the source, unless noted: active = inhibition above about 50%; inactive = the rest.
SMILES,SIAH1 antagonists,LYP phosphatase,KOR beta-arrestin-1,NOD2 inhibition,HIV fusion peptide,NOD1 inhibition,Salmonella PhoP GFP,KOR beta-arrestin-2,Myeloid diff 2,Myeloid diff 2 GFP+ MAC1+ %
c1ccc(CNc2nc(-c3ccccn3)nc3ccccc23)cc1,-14%,-1%,-24%,-44%,-1.4%,3%,24%,-4.4%,i,0.6
COc1cccc(CC(NC(C)=O)C(=O)NC2CCN(C(=O)c3ccc(Cl)cc3)CC2)c1 (stereo not drawn),-3%,-10%,-54%,-8%,-0.1%,-16%,.,0.9%,i,0.9
CN(C)C(CNC(=O)Cc1ccc([N+](=O)[O-])cc1)c1ccccc1 (stereo not drawn),-2%,-2%,-14%,8%,-1.0%,-21%,-2%,1.6%,i,0.3
CN1CCN(C(=S)SCc2nc(N)nc(Nc3ccc(F)cc3)n2)CC1,-1%,-10%,-18%[20 µM],-13%,-0.3%,-34%,-7%,-3.1%,i,0.2
Cc1nc(COc2ccc(C(=O)Nc3ccccc3N3CCOCC3)cc2)cs1,-3%,-6%,-8%,27%,-1.1%,-25%,5%,-2.3%,i,2.4
CCn1c(SCc2ccccc2)nnc1-c1cccnc1,-1%,-7%,-24%[20 µM],6%,-1.1%,-36%,-1%,.,i,0.3
O=C(O)c1cc(S(=O)(=O)Nc2ccccc2Cc2ccccc2)ccc1Cl,-1%,-9%,-2%,-13%,4.3%,-35%,6%,-4.5%,i,0.4
O=C(NC(=O)c1ccccc1F)OCc1ccc(Cl)cc1Cl,4%,-8%,-16%,-5%,1.1%,-4%,-7%,0.1%,i,0.8
Cc1cccc(N(C(=O)c2ccco2)C(C(=O)NC2CCCC2)c2ccco2)c1C (stereo not drawn),-3%,-11%,-31%,13%,-1.1%,2%,.,-4.1%,i,0.5
O=C(c1ccco1)N1CCN(S(=O)(=O)Cc2ccccc2Cl)CC1,-2%,4%,-16%,24%,-1.7%,2%,0%,-0.9%,i,0.9
O=C(O)c1cc(-c2cccs2)nc2cc3c(cc12)OCCO3,5%,-11%,5%,-1%,0.0%,-23%,2%,-3.4%,i,1.0
Cc1ccc(S(=O)(=O)N2CCN(C(=O)CSc3nc(N)cc(=O)[nH]3)CC2)c(C)c1,1%,-3%,31%,6%,-0.2%,-33%,5%,-5.2%,i,0.1
Cc1ccc(C(=O)NNC(=O)c2ccc(C)cc2)cc1,4%,-5%,-12%,-1%,0.7%,-45%,-15%,-0.1%,i,0.3
O=C(Nc1cnn(Cc2ccc(Cl)cc2)c1)c1cccs1,-2%,-1%,-7%,-41%,-1.1%,-6%,-2%,1.8%,i,0.3
O=C(COC(=O)C1CCCN1C(=O)c1cccs1)c1ccccc1 (stereo not drawn),-2%,-5%,-3%,12%,-0.5%,12%,6%,-0.7%,.,.
COc1ccc(F)cc1C(=O)C1CCCN(Cc2ccc3c(c2)OCCO3)C1 (stereo not drawn),2%,-6%,9%,11%,-1.4%,-12%,10%,-2.0%,i,0.1
Cc1ccccc1NC(=O)CC(=O)Nc1ccccc1C,-8%,-6%,-47%,-23%,-1.1%,-12%,5%,-1.4%,i,0.2
COCCNC(=O)Cn1cc2c(n1)CCC(C)C2 (stereo not drawn),-1%,-6%,-18%,-20%,1.4%,-19%,2%,4.8%,i,0.9
COc1ccc(-c2nc(-c3cccc([N+](=O)[O-])c3O)cc(=O)o2)cc1OC,9%,-8%,7%,2%,7.9%,-6%,-4%,0.2%,i,0.5
O=C(Nc1nnc(SCC(=O)N2CCCc3ccccc32)s1)c1cccc2ccccc12,-4%,8%,0%,-15%,-2.1%,48%,-1%,17%,i,0.8
CCn1c(O)c(/C=C2\C=Nc3ccccc32)sc1=O,-3%,-11%,-11%,-94%,0.1%,-44%,3%,-3.8%,i,0.2
CCN(CC)CCNC(=O)c1ccc2c(=O)n(C3CCCC3)c(=S)[nH]c2c1,-3%,-8%,-26%,1%,-1.1%,8%,7%,-3.5%,i,0.5
COc1ccc(-c2cc3c(=O)n(CC(=O)NCc4ccc(C)cc4)ncn3n2)cc1,-1%,-11%,-18%[20 µM],-3%,-0.8%,1%,.,-1.2%,i,1.7
COc1ccc(C2CC(c3cc(Br)ccc3F)n3nnnc3N2)cc1 (stereo not drawn),-2%,-4%,43%,30%,-2.1%,-4%,6%,-2.4%,i,0.3
FC(F)Sc1ccc(NC(=S)N2CCN(c3ccccn3)CC2)cc1,1%,-7%,-42%,44%,-1.1%,-20%,.,2.9%,i,0.2
COc1cc(NC(=O)c2ccnc(N)c2)cc(C(=O)Nc2cccc(C(F)(F)F)c2)c1,1%,0%,12%,7%,2.6%,-3%,-4%,3.0%,i,1.4
CN1CCC(N(C)S(=O)(=O)c2ccc(C(C)(C)C)cc2)CC1,0%,-8%,-35%,-7%,-0.1%,-10%,-1%,-1.4%,i,1.0
COc1ccc(OC)c(CNC(=O)CCC(=O)N2Cc3ccccc3Oc3ncccc32)c1,-3%,-6%,-32%,17%,2.7%,1%,-12%,3.5%,i,3.7
C[C@@H](NC(=O)[C@@H]1Cc2ccccc2CN1C(=O)OC(C)(C)C)C(=O)NCc1ccco1,-4%,-13%,-17%,5%,0.9%,9%,7%,7.3%,i,3.6
COC(=O)c1cc2sccc2n1Cc1nc(-c2ccc(OC)cc2)oc1C,-3%,6%,-17%,-70%,14%,-9%,-10%,0.9%,i,9.6
CCCCCCCN1CCC(=O)N(CCO)CC1,1%,-9%,17%[20 µM],-37%,0.9%,-12%,4%,-8.1%,i,0.6
Cc1ccc(S(=O)(=O)Cc2ccc(C(=O)N3CCN(c4cc(C)ccc4C)CC3)o2)cc1,-1%,-3%,6%,-28%,0.7%,19%,-9%,-6.0%,i,0.5
CC(C(=O)NCc1ccccc1)N1CCN(c2ccc(F)cc2)CC1 (stereo not drawn),-2%,-12%,2%,5%,0.1%,3%,6%,-1.3%,i,0.8
CC(C)Nc1nc(Cl)nc(NNC(=O)C(C)Oc2ccccc2)n1 (stereo not drawn),-3%,-10%,6%,16%,1.3%,-3%,5%,-1.4%,i,0.6
O=c1cc(-c2ccccc2)[nH]c2ccc(F)cc12,0%,1%,-74%,-18%,-1.2%,-27%,-3%,-1.8%,i,0.2
CCc1nnc(NC(=O)CSc2nnc(C)n2Cc2ccccc2)s1,-2%,-5%,-25%,-1%,1.0%,-16%,2%,4.5%,i,4.2
CC1Sc2ccccc2N(CC(=O)N(C(C)C)C(C)C)C1=O (stereo not drawn),-2%,-5%,-52%,2%,-1.0%,4%,-4%,2.9%,i,1.9
Cc1ccc(C(=O)N/N=C2\SCC(=O)N2c2cc(C)ccc2C)cc1,-5%,-7%,-27%,5%,2.1%,3%,4%,2.3%,i,1.2
Cc1cc(Cl)ccc1NC(=O)C1COc2ccccc2O1 (stereo not drawn),-3%,0%,-12%,-48%,0.3%,-31%,-4%,0.3%,i,0.4
COCCNc1nc(-c2ccccc2)nc2c1oc1ccccc12,-6%,-3%,-1%,16%,1.1%,5%,-2%,2.8%,i,0.5

# The last 4 compounds of the section before open the next one.
SMILES,SIAH1 antagonists,LYP phosphatase,KOR beta-arrestin-1,NOD2 inhibition,HIV fusion peptide,NOD1 inhibition,Salmonella PhoP GFP,KOR beta-arrestin-2,Myeloid diff 2,Myeloid diff 2 GFP+ MAC1+ %
CC1Sc2ccccc2N(CC(=O)N(C(C)C)C(C)C)C1=O (stereo not drawn),-2%,-5%,-52%,2%,-1.0%,4%,-4%,2.9%,i,1.9
Cc1ccc(C(=O)N/N=C2\SCC(=O)N2c2cc(C)ccc2C)cc1,-5%,-7%,-27%,5%,2.1%,3%,4%,2.3%,i,1.2
Cc1cc(Cl)ccc1NC(=O)C1COc2ccccc2O1 (stereo not drawn),-3%,0%,-12%,-48%,0.3%,-31%,-4%,0.3%,i,0.4
COCCNc1nc(-c2ccccc2)nc2c1oc1ccccc12,-6%,-3%,-1%,16%,1.1%,5%,-2%,2.8%,i,0.5
Cc1ccc(-n2ccnc2SCC(=O)O)c(C)c1,-3%,-12%,5%,13%,-2.8%,6%,-2%,-0.7%,i,0.7
CCn1cc(C(=O)O)c(=O)c2cc(F)c(N3CCN(C(=S)NC(=O)c4ccccc4C)CC3)cc21,13%,0%,9%,32%,2.5%,0%,13µM*,8.2%,i,0.5
Nc1c(-c2ccc(F)cc2)cnn1C1CCS(=O)(=O)C1 (stereo not drawn),4%,-5%,-20%,9%,1.2%,-2%,-4%,5.0%,i,1.4
COC(=O)c1sccc1NC(=O)CC1C(=O)NCCN1C(=O)Nc1ccc(OCc2ccccc2)cc1 (stereo not drawn),6%,0%,33%,-1%,-1.1%,3%,-11%,-0.7%,i,0.8
CC12CCC(=O)N1C(C(=O)OCC(=O)Nc1cccc(Br)c1)CS2 (stereo not drawn),3%,-2%,-20%,8%,-0.5%,-49%,10%,-0.8%,i,0.4
Cc1n[nH]c(=O)nc1N1CCc2ccccc2C1,1%,-6%,24%,5%,0.8%,-21%,8%,5.3%,i,0.8
COc1ccc(CNC(=O)CCSc2nc(-c3ccc4c(c3)OCO4)cc(C(F)(F)F)n2)cc1,-3%,-3%,-4%,-12%,-0.5%,29%,-9%,-3.1%,i,0.2
Cc1ccccc1NCCC(=O)Nc1ccc(Cl)cc1,9%,-6%,-5%,-9%,-0.6%,-29%,6%,-3.0%,i,0.3
COc1ccc(NC(=O)CSc2nncc(=O)n2N)cc1OC,-2%,-7%,-6%,4%,-1.6%,-43%,-6%,5.9%,i,1.0
COc1ccc(NC(=O)CSc2c3c(nc4cc(Cl)ccc24)CCCC3)cc1OC,-5%,-8%,-14%,3%,-3.0%,2%,-8%,2.2%,i,0.7
COc1ccc(/C=C2/C(=O)OCc3cc(OC)c(OC)cc32)c(OC)c1,18%,-3%,-17%,12%,0.8%,-25%,-25%,3.0%,i,0.0
CC(NC(=O)c1cc(F)c(F)cc1Cl)C1CC2CCC1C2 (stereo not drawn),3%,-7%,-5%,-2%,0.1%,-26%,0%,-2.3%,i,1.1
COc1ccc(CN(C)C(=O)c2cccc(NS(=O)(=O)c3ccccc3)c2)c(OC)c1,15%,-7%,0%,-2%,-0.3%,-15%,-4%,-1.0%,i,4.3
CCOC(=O)N1CCN(C(=O)c2ccc3c(=O)n(CCOC)c(=O)[nH]c3c2)CC1,-8%,-9%,-48%,16%,-2.2%,12%,-3%,2.6%,i,0.5
COc1cccc(OC)c1C(=O)Nc1cc(C)nn1-c1nc2ccccc2[nH]1,-6%,3%,-26%,13%,2.0%,-25%,-13%,-2.8%,i,0.5
CCS(=O)(=O)Nc1cc2c3c(c1)CCN3C(=O)CC2,0%,-15%,-18%,-22%,1.1%,6%,-4%,2.1%,i,2.9
COc1ccc(N2C(=O)N(Cc3cccc(F)c3)c3ccccc3S2(=O)=O)cc1,23%,7%,10%,12%,1.0%,24%,3%,1.8%,.,.
O=[N+]([O-])c1ccc(-c2nnc(CNC3CCCC3)o2)cc1,0%,0%,21%,11%,0.4%,-8%,1%,-3.0%,i,0.0

# Assay outcomes (PubChem BioAssay)

# These rows are one share of the data, so the mix of outcomes need not match the whole.
